From PubChem BioAssay
Tn7 DDE FP: disrupts Tn7 cyclic peptide binding to fibrin D-Dimer-E complex; inhibition, % at 8.3 µM; AID 720508; FP displacement of FITC-Tn7 peptide from fibrin DD(E); 0% = median of compound wells per plate; P02675; 370,000 compounds, 0.13% hits;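 active = inhibition above the mean of compounds falling within the control limits plus 3 SD of them, cut at about 14% in these data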;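 note: 0% = plate median of compound wells and 100% = 10 µM Aha-Tn7 peptide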
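Assay system: Human fibrin DD(E) protein | Medium: Tris buffer with calcium and detergent, pH 7.8 | Reagent: 0.1 µM fluorescent Tn7 | Compound dosing: Single point at 8.3 µM | Times: 10 min preincubation, 3 h with tracer, room temperature | Detection: Fluorescence polarization of the labelled Tn7 tracer | Controls: Aha-Tn7 high control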
PLCg1 inh: PLC-gamma1 (human) inhibition, primary screen; inhibition, % at 12.2 µM; 370,000 compounds, 0.84% hits; purified PLC-gamma1, fluorogenic substrate, fluorescence; AID 720700; in the data active = inhibition above about 9.5%
Target sequence (P19174 whole entry, looked up): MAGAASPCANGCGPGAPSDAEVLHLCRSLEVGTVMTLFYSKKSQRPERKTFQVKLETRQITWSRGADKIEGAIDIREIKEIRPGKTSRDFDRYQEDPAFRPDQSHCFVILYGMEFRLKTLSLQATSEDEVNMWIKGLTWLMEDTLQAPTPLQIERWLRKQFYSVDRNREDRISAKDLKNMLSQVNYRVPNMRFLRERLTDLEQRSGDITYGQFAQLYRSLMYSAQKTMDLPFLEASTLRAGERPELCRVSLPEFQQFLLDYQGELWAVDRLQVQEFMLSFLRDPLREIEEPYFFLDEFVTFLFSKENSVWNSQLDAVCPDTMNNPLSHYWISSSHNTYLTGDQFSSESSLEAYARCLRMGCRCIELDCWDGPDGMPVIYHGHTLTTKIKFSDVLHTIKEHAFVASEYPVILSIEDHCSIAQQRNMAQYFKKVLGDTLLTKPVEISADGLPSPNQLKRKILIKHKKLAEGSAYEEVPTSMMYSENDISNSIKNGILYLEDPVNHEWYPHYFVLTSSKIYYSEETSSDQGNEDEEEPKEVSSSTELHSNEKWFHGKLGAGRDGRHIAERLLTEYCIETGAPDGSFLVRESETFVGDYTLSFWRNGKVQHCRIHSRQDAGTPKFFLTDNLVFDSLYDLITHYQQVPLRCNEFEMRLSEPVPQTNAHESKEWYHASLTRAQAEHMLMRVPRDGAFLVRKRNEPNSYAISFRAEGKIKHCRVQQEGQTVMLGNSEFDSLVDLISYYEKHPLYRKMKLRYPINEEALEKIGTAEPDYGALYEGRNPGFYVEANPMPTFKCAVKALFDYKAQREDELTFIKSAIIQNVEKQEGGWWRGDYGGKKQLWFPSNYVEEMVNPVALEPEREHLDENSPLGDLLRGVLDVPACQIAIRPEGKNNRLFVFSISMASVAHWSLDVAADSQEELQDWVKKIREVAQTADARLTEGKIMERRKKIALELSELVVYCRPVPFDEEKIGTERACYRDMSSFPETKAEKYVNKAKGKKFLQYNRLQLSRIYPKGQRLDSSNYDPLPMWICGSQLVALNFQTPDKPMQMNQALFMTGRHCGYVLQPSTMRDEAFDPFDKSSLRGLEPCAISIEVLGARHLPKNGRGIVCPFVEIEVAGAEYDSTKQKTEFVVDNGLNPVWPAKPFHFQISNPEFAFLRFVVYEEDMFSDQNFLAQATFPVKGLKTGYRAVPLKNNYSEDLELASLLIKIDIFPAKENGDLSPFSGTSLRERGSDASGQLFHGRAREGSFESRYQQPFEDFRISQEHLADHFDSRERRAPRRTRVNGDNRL
sPLA2-III inh: Blocks human group III sPLA2 activity; QFRET BODIPY PC-A2 liposome hydrolysis, fluorescence; inhibition, % at 12.2 µM; 370,000 compounds, 0.56% hits; AID 743126;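 active = inhibition above mean plus 3 SD of compounds lying within the high and low control bounds, cut at about 19% in these data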;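 note: 0% = median of test compound wells and 100% = no enzyme DMSO wells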
UHRF1 MBD2 ctr: UHRF1 methyl-DNA binding inhibition; 370,000 compounds, 0.75% hits; inhibition, % at 4.4 µM; Q96T88; UHRF1 binding to methylated oligo, TR-FRET; in the data active = inhibition above about 21%;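 note: UHRF1 SRA domain binding a hemimethylated CpG hairpin DNA probe; 0% = median of test compound wells and 100% = reference inhibitor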
DDE Tn6 FP inh: DD(E)-Tn6 binding inhibition, primary FP screen. 370,000 compounds, 0.21% hits. Fibrin DD(E) TRITC-Tn6 fluorescence polarization displacement. AID 720509. P02675. inhibition, % at 8.3 µM;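 active = inhibition above a per-campaign cutoff: mean of compounds within control limits plus 3 SD, cut at about 15% in these data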;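 note: 0% = median of all compound wells on the plate and 100% = blocking peptide control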
PLC-beta3 inh: inhibitors of human phospholipase C beta3; inhibition, % at 12.2 µM; 370,000 compounds, 0.18% hits; Purified PLC-beta3, fluorogenic substrate, fluorescence; in the data active = inhibition above about 11%;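 note: 0% = median of compound wells on plate and 100% = full blocker control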
NR1D1 modulator: modulators of human Rev-erb alpha DNA binding. P20393. Rev-erbα–FITC-DNA binding, fluorescence polarization, 90 min. activity, % at 10 µM. 370,000 compounds, 0.79% hits;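 active = activity above about 14%, limit read from the data; passing the limit was not always enough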;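 note: 0% = DMSO wells with 35 nM protein and 100% = DMSO wells with 750 nM protein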
ARFGAP1 inhibitor: inhibits rat ARF GTPase activating protein 1; 360,000 compounds, 0.26% hits; inhibition, % at 16.5 µM; Arfgap1-stimulated ARF1 GTP hydrolysis, GDP FP detection; Q62848;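 active = inhibition above a per-plate limit, mean inhibition of low control wells plus 3 SD, cut at about 25% in these data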;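 note: 0% = DMSO wells with enzyme and 100% = wells lacking Arfgap1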
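Assay system: Rat Arfgap1 GAP domain (His6, aa 1-136), purified enzyme | Buffer or medium: HEPES 25 mM pH 7.5, NaCl 150 mM, MgCl2, DTT | Schedule: GTP hydrolysis reaction 2 h at 25 °C | Signal: FP of antibody-bound GDP Alexa 633 tracer, ex 620/em 688 nm | Measure: Percent inhibition of Arfgap1-stimulated GTP hydrolysis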
ASAP1 GAP inh: ASAP1 ArfGAP inhibition | ASAP1-stimulated ARF1 GTP hydrolysis, GDP FP detection | inhibition, % at 16.5 µM | 360,000 compounds, 0.19% hits | AID 624377; in the data active = inhibition above about 25%;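 note: 0% = vehicle with enzyme and substrate and 100% = no enzyme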
proKLK7 act: activators of human kallikrein-7 zymogen. purified proKLK7, EDANS-DABCYL substrate fluorescence; 100% is mature enzyme control, 0% vehicle. activation, % at 7 µM. P49862. 370,000 compounds, 0.9% hits;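 active = activation above the mean of all tested compounds plus 3 SD, computed per campaign excluding outliers beyond control limits, cut at about 13% in these data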
* marks the source's active call; other numbers are inactive results; i = inactive; nt = no result given.

No. | PLC-beta3 inh | DDE Tn6 FP inh | ASAP1 GAP inh | ARFGAP1 inhibitor | NR1D1 modulator | UHRF1 MBD2 ctr | sPLA2-III inh | proKLK7 act | PLCg1 inh | Tn7 DDE FP | smiles
1 | -32.6 | 1.1 | 4.4 | -8.7 | 5.9 | 1.0 | -6.6 | 2.1 | -28.9 | 1.0 | Cn1cc(CN2CCc3c([nH]c4ccccc34)C2C2CCCCC2)cn1 (configuration not stated)
2 | -0.6 | -1.8 | -10.2 | 12.2 | -5.1 | 4.8 | 8.9 | 0.4 | 1.7 | 1.5 | COc1cc(NC(=S)N2CCCC(C)C2)c(OC)cc1Cl (configuration not stated)
3 | -3.8 | -0.1 | -6.5 | -4.8 | 3.8 | -0.4 | 1.3 | 0.0 | 2.6 | 3.9 | CCN(CC)S(=O)(=O)c1ccc(Cl)c(NC(=O)CCCCl)c1
4 | -9.0 | -4.6 | 6.2 | -4.4 | -3.0 | -0.3 | 1.6 | -0.6 | -3.7 | 1.1 | O=C(c1ccc(Cl)cc1)c1oc2ccccc2c1CS(=O)c1ccc(Cl)cc1 (configuration not stated)
5 | 0.8 | 3.5 | nt | nt | 2.5 | -2.5 | -11.9 | 0.0 | -0.3 | 2.0 | COC(=O)[C@]12C[C@H](CC(=O)NCc3ccc(OC)c(OC)c3)C(=O)N(CCC3=CCCCC3)C1=C[C@H](C(C)C)O[C@@H]2C1CC1
6 | -12.3 | -0.6 | -7.1 | 10.9 | -1.1 | 1.8 | 0.0 | -0.2 | -7.1 | -5.3 | Cc1cc(Nc2cccc(Br)c2)cc(=O)n1-c1cccc(Br)c1
7 | -0.3 | -1.4 | -0.4 | -4.5 | 4.1 | 0.8 | 8.0 | 0.3 | 2.5 | -2.6 | CCNc1nc(C23CC4CC(CC(C4)C2)C3)cs1
8 | -14.5 | -2.0 | -3.2 | 7.4 | 2.0 | 2.4 | -14.0 | 0.2 | -1.9 | 0.5 | Cc1ccc(NC2SC(=O)N(Cc3cccc(C(=O)O)c3)C2=O)c(C)c1 (configuration not stated)
9 | -4.0 | -9.1 | 4.1 | -1.1 | -5.5 | 5.5 | 10.1 | 0.6 | -2.6 | 1.9 | COc1cc(OC)cc(C(=O)Nn2cc(C(=O)Nc3c(F)cccc3F)c3ccccc3c2=O)c1
10 | 3.1 | -2.0 | 7.5 | 11.9 | 1.0 | 1.4 | -6.7 | 0.2 | -0.1 | 5.5 | COc1ccc(-c2nnn(CC(=O)N(Cc3ccccc3Cl)C(C(=O)NCC3CCCO3)c3ccco3)n2)cc1 (configuration not stated)
11 | 0.9 | -7.4 | 1.1 | -5.4 | -1.2 | 13.9 | 11.1 | -0.4 | -0.1 | 2.9 | O=C(COc1ccc(Cl)cc1)OCC(=O)N1CCCCCC1
12 | 4.1 | -1.6 | 6.5 | -1.8 | 2.0 | 1.0 | -6.3 | 0.0 | -3.1 | -9.9 | CC1=CC(C)(C)N(S(=O)(=O)c2ccc(C)cc2)c2ccc(C)cc21

Along the list, from the results shown.
Compounds 2 to 12 in PLC-beta3 inh: -0.6, -3.8, -9.0, 0.8, -12.3, -0.3, -14.5, -4.0, 3.1, 0.9, 4.1
Compounds 2 to 12 in NR1D1 modulator: -5.1, 3.8, -3.0, 2.5, -1.1, 4.1, 2.0, -5.5, 1.0, -1.2, 2.0
Compounds 2 to 12 in proKLK7 act: 0.4, 0.0, -0.6, 0.0, -0.2, 0.3, 0.2, 0.6, 0.2, -0.4, 0.0

(listing goes on)
No. | PLC-beta3 inh | DDE Tn6 FP inh | ASAP1 GAP inh | ARFGAP1 inhibitor | NR1D1 modulator | UHRF1 MBD2 ctr | sPLA2-III inh | proKLK7 act | PLCg1 inh | Tn7 DDE FP | smiles
13 | -4.7 | 5.6 | 6.2 | 12.2 | -2.8 | -0.5 | -0.8 | -0.1 | 1.6 | 2.1 | CCOc1ccc(CN2C(=O)c3ccccc3C2C(=O)NC(C)CC)cc1OC (configuration not stated)
14 | -33.9 | -2.1 | 17.8 | 12.8 | 0.0 | 0.2 | -0.4 | 0.1 | -23.8 | -2.8 | Oc1ccccc1C=NC(N=Cc1ccccc1O)c1ccccc1O (configuration not stated)
15 | -0.5 | 3.0 | -9.2 | 8.7 | -2.7 | 0.4 | 17.2 | 0.0 | 2.4 | 6.7 | O=[N+]([O-])c1cccc(Cn2cnc3c(=S)nc[nH]c32)c1
16 | -2.5 | -0.4 | 5.9 | 3.0 | -4.2 | 0.8 | 10.7 | -0.9 | 4.1 | 5.1 | CCCN(CC(=O)Nc1ccc(F)c(F)c1F)C(=O)Cc1ccc(OC)c(S(=O)(=O)N2CCOCC2)c1
17 | -7.0 | -6.6 | -3.8 | -1.2 | -3.6 | 0.0 | -5.1 | 0.5 | -4.2 | 0.0 | Cc1nn(-c2nc3ccccc3n2Cc2ccccc2)c2c1C(=O)CC(C)(C)C2
18 | i | 0.1 | 8.5 | -3.4 | -2.6 | -0.3 | 4.6 | 27.2* | i | -1.1 | CCOC(=O)C1CCN(S(=O)(=O)c2cccc(-c3cn4cccnc4n3)c2)CC1
19 | -15.4 | 6.5 | -4.1 | -10.2 | -7.3 | 0.6 | -9.3 | 0.8 | -2.7 | 5.3 | Cc1ccc(S(=O)(=O)N(C)c2ccc(OC(=O)c3cccs3)cc2)cc1C
20 | -28.9 | -1.2 | 0.8 | 2.6 | 1.6 | 26.1* | -5.6 | 1.0 | -26.0 | -8.5 | Cn1ccnc1C(=O)c1cc(SCC(=O)NCc2ccccc2)nc2ccccc12
21 | -120.3 | -9.3 | 3.0 | 7.1 | -4.7 | 1.6 | -1.0 | 0.9 | -71.8 | 2.6 | COc1ccc(C=Nc2cccc3c(=O)[nH][nH]c(=O)c23)c2ccccc12
22 | -3.4 | 1.1 | -3.0 | 3.3 | -0.1 | -1.5 | -2.8 | 0.3 | 2.0 | -0.2 | CSCCC(NC(N)=O)C(=O)Nc1ccc(F)c(Cl)c1 (configuration not stated)
23 | 1.2 | 5.6 | -6.7 | 11.1 | -1.3 | 0.6 | -7.8 | -0.6 | 1.0 | 7.4 | CCn1ncc([N+](=O)[O-])c1C(=O)Nc1c(C)nn(Cc2ccc(F)cc2)c1C
24 | -3.9 | -2.3 | 5.8 | -5.9 | 0.8 | -0.4 | 0.0 | -0.1 | 1.1 | -6.4 | CSCCC(N=C(NS(=O)(=O)c1ccccc1)c1ccccc1)C(=O)O (configuration not stated)
25 | -0.1 | 11.9 | 16.7 | -1.4 | -3.8 | -0.1 | 8.7 | 0.2 | -2.8 | 2.9 | COc1cc(NC(=S)NCc2cccs2)cc(OC)c1

Structural class: the compounds so far containing four or more nitrogen atoms
No. | PLC-beta3 inh | DDE Tn6 FP inh | ASAP1 GAP inh | ARFGAP1 inhibitor | NR1D1 modulator | UHRF1 MBD2 ctr | sPLA2-III inh | proKLK7 act | PLCg1 inh | Tn7 DDE FP | smiles
1 | -32.6 | 1.1 | 4.4 | -8.7 | 5.9 | 1.0 | -6.6 | 2.1 | -28.9 | 1.0 | Cn1cc(CN2CCc3c([nH]c4ccccc34)C2C2CCCCC2)cn1 (configuration not stated)
10 | 3.1 | -2.0 | 7.5 | 11.9 | 1.0 | 1.4 | -6.7 | 0.2 | -0.1 | 5.5 | COc1ccc(-c2nnn(CC(=O)N(Cc3ccccc3Cl)C(C(=O)NCC3CCCO3)c3ccco3)n2)cc1 (configuration not stated)
15 | -0.5 | 3.0 | -9.2 | 8.7 | -2.7 | 0.4 | 17.2 | 0.0 | 2.4 | 6.7 | O=[N+]([O-])c1cccc(Cn2cnc3c(=S)nc[nH]c32)c1
17 | -7.0 | -6.6 | -3.8 | -1.2 | -3.6 | 0.0 | -5.1 | 0.5 | -4.2 | 0.0 | Cc1nn(-c2nc3ccccc3n2Cc2ccccc2)c2c1C(=O)CC(C)(C)C2
18 | i | 0.1 | 8.5 | -3.4 | -2.6 | -0.3 | 4.6 | 27.2* | i | -1.1 | CCOC(=O)C1CCN(S(=O)(=O)c2cccc(-c3cn4cccnc4n3)c2)CC1
20 | -28.9 | -1.2 | 0.8 | 2.6 | 1.6 | 26.1* | -5.6 | 1.0 | -26.0 | -8.5 | Cn1ccnc1C(=O)c1cc(SCC(=O)NCc2ccccc2)nc2ccccc12
23 | 1.2 | 5.6 | -6.7 | 11.1 | -1.3 | 0.6 | -7.8 | -0.6 | 1.0 | 7.4 | CCn1ncc([N+](=O)[O-])c1C(=O)Nc1c(C)nn(Cc2ccc(F)cc2)c1C
